TRPC6 activator: mouse TRPC6 channel activators, primary screen, cell-based, HEK293, membrane potential dye; Short transient receptor potential channel 6 (Mus musculus), Q61143; HEK293-TRPC6 membrane potential dye fluorescence; stronger effect = higher value; B-score at 10 µM; 310,000 compounds, 0.13% hits; AID 2550, 2010;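 active means B-score of the integrated fluorescence ratio above library mean plus 3 SD, and starting fluorescence ratio within library mean plus 5 SD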;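 further: higher score means more depolarization so channel activation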
RGS4 inh: RGS4 inhibitors, primary screen, cell-based, HEK293 M3R inducible RGS4, calcium flux. B-score at 10 µM. Fluo-4 calcium flux; stronger effect = higher value; triggered by carbachol at its EC20. AID 463165, 2010. 310,000 compounds, 0.45% hits. Regulator of G-protein signaling 4 (Homo sapiens), P49798;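 active means B-score, a plate-corrected calcium signal, over three deviations above library mean, with baseline fluorescence within five deviations of library mean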;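 further: RGS4 expression induced by doxycycline in cells with stable M3 receptor; B-score is computed from the integrated fluorescence ratio over baseline after carbachol; higher B-score means a larger calcium signal and so more RGS4 inhibition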
Target sequence (P49798 whole entry, looked up): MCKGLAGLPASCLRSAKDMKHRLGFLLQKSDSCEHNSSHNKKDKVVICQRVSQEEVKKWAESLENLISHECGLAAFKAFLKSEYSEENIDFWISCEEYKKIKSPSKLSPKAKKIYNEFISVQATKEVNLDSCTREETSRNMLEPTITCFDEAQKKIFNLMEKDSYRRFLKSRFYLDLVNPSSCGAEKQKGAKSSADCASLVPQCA
RGS4 act: RGS4 potentiators or activators, primary screen, cell-based, HEK293 M3R inducible RGS4, calcium flux. AID 463111, 2010. carbachol calcium flux Fluo4; stronger effect = lower value. B-score at 10 µM. 310,000 compounds, 0.92% hits;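 active means B-score of the integrated calcium signal more than 4 SD below the library mean, with starting fluorescence not abnormally high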;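 further: negative B-score means reduced calcium response which marks RGS4 activation or potentiation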
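System – HEK293 FlpIn-TREx cells, stable M3R, doxycycline-inducible RGS4 · Reagent – ECmax carbachol challenge · Times – compound preincubation 20 min at room temperature before agonist · Technique – Fluo4 fluorescence kinetic imaging of calcium · Measure – B score of integrated Fluo4 ratio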
Platelet DG rel: inhibitors of platelet dense granule secretion, primary screen, cell-based, MLPCN, human platelets | human platelet-rich plasma, SFLLRN dense granule ATP release, luminescence | inhibition, %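 (compounds screened at 7.5 µM in platelet-rich plasma)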 | 300,000 compounds, 0.22% hits | AID 1663, 2009;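 active means mean replicate score, as percent of positive control, at or above 50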
MrgX1 antagonist: antagonists of human MrgX1 receptor, primary screen, HEK293 cells, Fluo-4 calcium flux. Mas-related G-protein coupled receptor member X1 (Homo sapiens), Q96LB2. BAM8-22 antagonism; stronger effect = lower value. B-score at 10 µM. 310,000 compounds, 1.3% hits. AID 588676, 2011;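 active means calcium-response B-score plate-corrected more than 3 library SD below zero, starting fluorescence within 5 deviations, no agonist response on first addition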;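 further: peak minus trough fluorescence over baseline after final BAM8-22 challenge near maximal dose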
Target sequence (Q96LB2 whole entry, looked up): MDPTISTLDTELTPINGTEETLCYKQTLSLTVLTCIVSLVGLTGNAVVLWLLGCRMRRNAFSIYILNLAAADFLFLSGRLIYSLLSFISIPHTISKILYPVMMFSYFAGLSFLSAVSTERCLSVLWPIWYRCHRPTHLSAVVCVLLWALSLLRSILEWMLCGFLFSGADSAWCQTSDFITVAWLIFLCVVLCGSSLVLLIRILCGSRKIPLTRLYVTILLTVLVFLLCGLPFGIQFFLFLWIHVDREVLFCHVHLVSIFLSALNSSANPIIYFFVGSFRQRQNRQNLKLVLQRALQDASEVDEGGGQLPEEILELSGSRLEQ
SKKanGAS inh: S. pyogenes SKKanGAS growth inhibitors in kanamycin, primary screen, streptokinase expression inhibitor project, SKKanGAS strain, BacTiter-Glo luminescence | 300,000 compounds, 1.3% hits | 6 h | AID 1662, 2009 | inhibition, % at 7.5 µM;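 active means mean replicate score, as percent of positive control median, at least 50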;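 further: strain carries kanamycin resistance gene driven by streptokinase promoter and grows in 40 µg/ml kanamycin; loss of luminescence reflects streptokinase promoter inhibition or plain growth inhibition; 0% = median of DMSO wells and 100% = positive control at its reference dose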
HIF activator: HIF pathway transcriptional activators, primary screen, cell-based, U2OS HRE-luciferase, luminescence; 300,000 compounds, 0.32% hits; AID 1910, 2009; U2OS HRE-luciferase reporter; normalized: DMSO 0%, desferrioxamine 100%; activation, % at 7.5 µM (by protocol);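 active means mean activation of at least 10% of the iron chelator positive control signal, with at least half of replicates also reaching 10%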
TRPC6 inhibitor: mouse TRPC6 channel inhibitors, primary screen, cell-based, HEK293, membrane potential dye | Short transient receptor potential channel 6 (Mus musculus), Q61143 | ACh-evoked depolarization; stronger effect = lower value | B-score at 10 µM | 310,000 compounds, 1.1% hits;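 active means B-score under library mean minus 3 SD, initial fluorescence not abnormally high, positive integrated signal ratio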;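 further: B-score derived from integrated fluorescence ratio over the kinetic read; more negative B-score means stronger inhibition of depolarization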
TRPC4 block: inhibitors of mouse TRPC4 channel, primary screen, Fluo4 calcium, HEK293 TRPC4beta/mu-opioid cells. Short transient receptor potential channel 4 (Mus musculus), Q9QUQ5. DAMGO-evoked Fluo4 calcium flux; stronger effect = lower value. B-score at 10 µM. 300,000 compounds, 0.39% hits. AID 2247, 2010;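 active means B-score over 3 SD under the library average, no early fluorescence shift, positive overall ratio signal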
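Test system – stable TRPC4beta/mu-opioid receptor HEK293 cells · Probe or stimulus – DAMGO, a submaximal dose followed by a maximal one · Dosing – one concentration per compound · Signal – Fluo4 calcium fluorescence by kinetic imaging, 5 s 1 Hz baseline · Evaluation – per-well B score of integrated baseline-normalized Fluo4 ratio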
MrgX1 ag: agonists of human MrgX1 receptor, primary screen, HEK293 cells, Fluo-4 calcium flux. Fluo-4 calcium fluorescence, agonist mode; stronger effect = higher value. 310,000 compounds, 0.44% hits. AID 588627, 2011. B-score at 10 µM. Mas-related G-protein coupled receptor member X1 (Homo sapiens), Q96LB2;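 active means calcium response B-score plate-corrected fluorescence ratio at least 3 library SD, with starting fluorescence B-score inside 5 SD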
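Test system: HEK293 cells stably expressing human MrgX1 receptor; amount: 15,000 cells per well; doses: compound delivered in addition one of three; times: overnight plating before 1 h dye loading; detection: Fluo-4 NW calcium-flux fluorescence, kinetic read; read-out basis: B-scored fluorescence response ratio; controls: positive and negative controls per plate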
MrgX1 allo act: positive allosteric modulators of MrgX1, primary screen, HEK293 cells, Fluo-4 calcium flux. 310,000 compounds, 0.63% hits. FDSS; stronger effect = higher value. B-score at 10 µM. Mas-related G-protein coupled receptor member X1 (Homo sapiens), Q96LB2;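 active means plate-corrected calcium response at least 3 library SD above typical, normal starting fluorescence, not activating the receptor alone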;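 further: compound read alongside a low EC10 to EC30 dose of BAM8-22 agonist; peak minus trough fluorescence over baseline measured at the second addition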
An asterisk follows results filed as active; i = inactive; . = not tested or not shown. No enrichment for hits; about 6.1% have a hit in one of these screens.

SMILES	TRPC6 activator	RGS4 inh	RGS4 act	Platelet DG rel	MrgX1 antagonist	SKKanGAS inh	HIF activator	TRPC6 inhibitor	TRPC4 block	MrgX1 ag	MrgX1 allo act
CC12CC(c3ccccc3O1)C(C(=O)NCc1ccccc1)C(=O)N2 (stereo not drawn)	i	i	i	2	i	5	-0.1	i	i	i	i
COc1ccc(NC(=S)N2CCC(C(=O)c3ccc(C)cc3)CC2)c(OC)c1	i	i	i	12	i	2	-0.9	i	i	i	i
CCCCn1nnnc1SCC(=O)NNC(=O)C1CCCCC1	i	i	i	-13	-5.1*	-7	.	i	i	i	i
CC(C)c1ccc(N(CC(=O)N2CCOCC2)S(C)(=O)=O)cc1	i	i	i	10	i	0	0.4	i	i	i	i
CN(CC(=O)Nc1ccc(F)cc1)c1ccc(S(=O)(=O)N2CCCCC2)cc1[N+](=O)[O-]	i	i	i	5	i	-2	-0.2	i	i	i	i
CN(CCOC(=O)c1ccc2c(c1)OCCO2)C(C)(C)C	i	i	i	-12	i	-4	0.6	i	i	i	i
CC(=O)Nc1ccc(C(=O)COC(=O)CCS(=O)(=O)c2ccccc2)cc1	i	i	i	-3	i	15	0.6	i	i	i	i
CC(=O)Nc1ccccc1Nc1cc(C#N)c(C#N)cc1[N+](=O)[O-]	i	i	i	0	i	7	-0.7	i	i	i	i
NC(CCC(=O)O)C12CC3CC(CC(C3)C1)C2 (stereo not drawn)	i	i	i	-2	i	6	-0.1	i	i	i	i
Cc1ccc(CN2C(=O)C(Cc3ccccc3)Nc3ncnc(N4CCN(c5ccccc5)CC4)c32)cc1 (stereo not drawn)	i	i	i	-4	i	9	-0.1	i	i	i	i
CNc1ccc(Br)cc(C(=O)/C=C/c2cccc(OC)c2OC)c1=O	i	i	i	0	-4.8*	7	-0.4	i	i	i	i
CC(=O)N1CC(=O)N(CC(=O)Nc2ccc(Br)cc2)C1=S	i	i	i	-24	i	-15	0.3	i	i	i	i
COc1cc(OC)c(OC)cc1CN1CCN(Cc2ccco2)CC1	i	i	i	4	i	-3	1.2	i	i	i	i
CCn1c(SCC(=O)Nc2cc(C)on2)nnc1-c1ccc(S(=O)(=O)N2CCCC2)cc1	i	i	i	-2	i	-2	-0.2	i	i	i	i
CN1CCN(NS(=O)(=O)c2ccc(Cl)cc2)CC1	i	i	i	5	i	2	-0.1	i	i	i	i
O=C(CCCSc1nc2ccccc2c(=O)[nH]1)c1ccc(F)cc1	i	i	i	1	i	-11	-1.0	i	i	i	i
NC(=O)C1(c2ccccc2)CCCN1C(=O)c1ccc(Br)cc1 (stereo not drawn)	i	i	i	-10	i	2	-0.8	i	i	i	i
Cc1cccc(/C=N\Nc2cn[nH]c(=O)c2Cl)c1	i	i	i	22	i	-8	0.7	i	i	i	i
CS(=O)(=O)N1N=C(c2cccs2)CC1c1ccccc1 (stereo not drawn)	i	i	i	3	i	0	0.4	i	i	i	i
COc1ccccc1NC(=O)C1CCCN1C(=O)NC1CCCCC1 (stereo not drawn)	i	i	i	0	i	-3	-5.7	i	i	i	i
CS(=O)c1ccccc1O (stereo not drawn)	i	i	i	-8	i	-3	-0.5	i	i	i	i
NCCCC[C@H](N)c1nnc([C@H](CC(=O)O)NC(=O)C2CCNCC2)o1	i	i	i	-2	i	-2	0.3	i	i	i	i
O=C(NCc1ccc(F)cc1)N[C@@H](Cc1ccccc1)C(=O)O	i	i	i	-1	i	2	-0.1	i	i	i	i
COc1ccccc1-n1c(SCC(=O)N2CCOCC2)nc(O)cc1=O	i	i	i	-6	i	-1	-0.6	i	i	i	i
O=C(Cc1ccc(F)cc1)N/N=C/c1ccc2c(c1)OCO2	i	i	i	6	i	2	0.8	i	i	i	i
COc1ccc(Nc2nc(C)cc(-c3cc(-c4ccccc4)on3)n2)cc1	i	i	i	-3	i	1	1.5	i	i	i	i
CC(C)C(NC(=O)OCc1ccccc1)C(=O)OCC(=O)NCc1ccco1 (stereo not drawn)	i	i	i	-13	i	2	-0.5	i	i	i	i
O=C(CCSCc1cccc(Cl)c1)NCCc1ccc(Cl)cc1	i	i	i	1	i	-9	-0.1	i	i	i	i
Cc1cccc(Cc2nnc(CCC(=O)NCc3cn4ccccc4n3)o2)c1	i	i	i	1	i	1	0.4	i	i	i	i
COc1ccccc1NS(=O)(=O)c1ccc(C)c(NC(=O)NCCCl)c1	i	i	i	1	i	2	0.5	i	i	i	i
COC(=O)/C(C#N)=C/c1c(-c2ccccc2)nc2n1CCS2	i	i	i	-13	i	-4	0.2	i	i	i	i
O=C(CN1CCC(NC(=O)c2ccccc2F)CC1)Nc1ccc2c(c1)OCCO2	i	i	i	0	i	1	0.0	i	i	i	i
COc1cccc(NC(=O)Cc2c(C(=O)O)[nH]c3ccccc23)c1	i	i	i	-2	i	-3	0.1	i	i	i	i
O=C(CCc1ccccc1)NNC(=O)c1cc(Cl)ccc1O	i	i	i	5	i	0	-0.9	i	i	i	i
COc1cc2[nH]c(C(=O)NCCc3ccccc3)cc2c(OC)c1OC	i	i	i	-1	i	-9	-0.2	i	i	i	i
CCN1C(=O)[C@@H]2[C@@H](c3ccc(-c4ccc5c(c4)OCO5)cc3)N3CCCC[C@@]3(C(=O)OC)[C@@H]2C1=O	i	i	i	-8	i	6	0.0	i	i	i	i
O=C(CCN1CCN(Cc2ccccc2)CC1)Nc1cccc(Br)c1	i	i	i	10	i	-4	0.1	i	i	i	i
CCCn1c(SCc2nc3sc(C)c(C)c3c(=O)[nH]2)nc2ccccc2c1=O	i	i	i	3	i	9	-1.6	i	i	i	i
Cc1cccc(C)c1OCC(=O)Nc1ccc(N2CCOCC2)cc1	i	i	i	-5	i	10	0.3	i	i	i	i
Cc1ccc(SCC(=O)c2c(C)[nH]c3ccccc23)cc1	i	i	i	13	i	-4	1.7	i	i	i	i
COc1ccc(C2(C(=O)Nc3ccc(S(N)(=O)=O)cc3)CCCC2)cc1	i	i	i	-2	i	-1	-0.1	i	i	i	i
CCOc1ccc(NC(=O)c2cc([N+](=O)[O-])ccc2N2CCOCC2)cc1	i	i	i	3	i	-4	3.8	i	i	i	i
CCOC(=O)c1cc2c(s1)-c1c(C)cccc1OC2	i	i	i	0	i	-7	2.7	i	i	i	i
O=C(CCCc1ccccc1)NCCCN1CCOCC1	i	i	i	-3	i	-1	0.1	i	i	i	i
CCCCOc1cccc(OCC(=O)Nc2nc3ccccc3[nH]2)c1	i	i	i	14	i	22	-0.3	i	i	i	i
OCCN1CNC(=S)NC1	i	i	i	9	i	5	-0.8	i	i	i	i
COc1ccccc1C(=O)NCCn1cc(SCC(=O)Nc2nnc(C)s2)c2ccccc21	i	i	i	-1	i	-3	-9.1	i	i	i	i
Cc1c(C)c2ccc(OC(C)C(=O)N[C@@H](Cc3c[nH]c4ccccc34)C(=O)O)c(C)c2oc1=O (stereo partly drawn)	i	i	i	2	i	7	-0.1	i	i	i	i
Cc1ccccc1C(=O)NCCCNC(=O)c1ccccc1C	i	i	i	-1	i	-9	-0.5	i	i	i	i
COc1cccc(C(Nc2ccccn2)c2oc(CO)cc(=O)c2O)c1 (stereo not drawn)	i	i	i	0	i	0	-0.4	i	i	i	i
CCC(=O)N1CCCn2c1nc1ccccc12	i	i	i	-7	i	-12	-0.2	i	i	i	i
COc1ccc(-c2nn(-c3ccccc3)cc2C(=O)n2nnc3ccccc32)cc1	i	i	i	6	i	13	-1.7	i	i	i	i
COc1ccccc1-n1c(=S)sc2c(=O)n(Cc3ccco3)c(SC)nc21	i	i	i	-5	i	12	-0.1	i	i	i	i
Cc1ccnn1CCC(=O)O	i	i	i	-5	i	-6	0.2	i	i	i	i
CC(=O)c1cc2c(cc1NC(=O)CN1CCN(c3cccc(C(F)(F)F)c3)CC1)OCO2	i	i	i	-3	i	-2	0.1	i	i	i	i
CN(C)c1cccc(C(=O)NNC(=S)NC2CCCC2)c1	i	i	i	-2	i	-11	2.2	i	i	i	i
O=C(c1cc(Cl)ccc1Cl)N1CCOCC1	i	i	i	-6	i	-4	-0.2	i	i	i	i
O=C1CC(=O)CC(c2ccccc2Cl)C1	i	i	i	0	i	-3	-0.2	i	i	i	i
COCCCN1C(=O)C(O)=C(C(=O)c2ccco2)C1c1ccc(Br)cc1 (stereo not drawn)	i	i	i	-3	i	1	0.0	i	i	i	i
COc1ccc(NC(=O)Nc2ccc(CC(=O)O)cc2)cc1	i	i	i	11	i	1	27*	i	i	i	i

New compounds follow.
SMILES	TRPC6 activator	RGS4 inh	RGS4 act	Platelet DG rel	MrgX1 antagonist	SKKanGAS inh	HIF activator	TRPC6 inhibitor	TRPC4 block	MrgX1 ag	MrgX1 allo act
CCCC1(C(=O)O)NC(c2ccc(OC)cc2O)C2C(=O)N(c3ccc(OC)cc3)C(=O)C21 (stereo not drawn)	i	i	i	9	i	0	.	i	i	i	i
C=CCN1C=C2C(=O)C(C)(OC(=O)c3ccco3)C(=O)C(C=C)=C2C=C1C1CC1 (stereo not drawn)	i	i	i	-5	i	7	0.1	i	i	i	i
CCc1ccc(-c2cc3c(=O)n(CC(=O)N4CCCC4)nc(C)n3n2)cc1	i	i	i	-7	i	-2	0.0	i	i	i	i
COc1ccc(OCC(=O)OCCN2C(=O)c3ccccc3C2=O)cc1	i	i	i	15	i	3	-0.3	i	i	i	i
CC(=O)Oc1ccc(-c2cccc(C(=O)NCC(=O)O)c2)cc1	i	i	i	-5	i	1	0.0	i	i	i	i

Assay outcomes from PubChem.
